DENV2 CPE: protects cells from dengue virus 2 cytopathic effect; actives 1.7% (n = 350,000); DENV2-infected cells, cytopathic effect rescue, plate reader; AID 651640; CPE inhibition, % at 9.99 µM; in the data active = CPE inhibition above about 20%, passing the limit was not always enough; inconclusive = no clear call, values can overlap the other calls; tested in BHK-21 cells;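 note: 0% = median of neutral control wells and 100% = median of positive control wells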
FN deposition inh: fibronectin deposition inhibition. AH1F fibroblasts, Alexa488-fibronectin deposition fluorescence, overnight. inhibition, % at 12.6 µM. actives 0.086% (n = 350,000);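 active = mean inhibition across replicates of 30% or more, regardless of how many single replicates reach that level; inconclusive = mean under 30% yet at least half of replicates reach 30%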;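 note: positive control wells lacked labelled fibronectin entirely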
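Assay system: AH1F fibroblast monolayer, labelled fibronectin deposition. Amount: 10000 cells per well. Also added: labelled fibronectin 24 nM. Compound: single-point pinned compound. Incubation: cell attachment 1 h, compound and FN exposure overnight. Detection: fluorescence after three HBSS washes, excitation 485 nm, emission 525 nm. Read-out: inhibition of fibronectin deposition signal.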
miR122 inh: inhibitors of miR-122 in Huh7 cells; Huh7 miR-122 Renilla luciferase sensor, 48 h; neutral wells = 0, positive control = 100; activation (reporter increase), % at 12.5 µM; actives 0.3% (n = 340,000); AID 602342;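 active = mean replicate activation score at least 90 and every replicate individually at or above 90; inconclusive = only one of the two criteria met; inactive = neither criterion met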;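 note: higher luciferase means less miR-122 activity so hits act as miR-122 inhibitors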
INS-1E GSIS act: primary screen for activators of insulin secretion dependent on glucose, INS-1E cells, GLuc reporter luminescence | AID 743287 | actives 0.61% (n = 370,000) | INS-1E GLuc reporter insulin secretion, 2-3 h | activation, % at 16.6 µM;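 active = lowest replicate activation of at least 40%, so every replicate reaches that level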;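 note: 0% = median of neutral control wells and 100% = median of IBMX positive control wells; some compounds called inactive have numbers as strong as hits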
PAX8 inh HTS: inhibitors of PAX8 transcriptional activity in RMG-I cells; RMG-I TPO-luciferase reporter, SteadyGlo, 24 h; inhibition, % at 12.6 µM; actives 1.2% (n = 360,000); AID 652154;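 active = mean replicate inhibition at least 60% with every replicate also reaching 60%; inconclusive = only one of the two criteria is met; inactive = mean below 60% and not all replicates reaching 60%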;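 note: luciferase light reporting Pax8 driven TPO promoter activity; plate controls were median of neutral control wells for no effect and mitoxantrone controls for full effect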
CFTR F508del cor: CFTR F508del correction in bronchial cells. CFBE cells, YFP halide quenching; stimulated with forskolin plus potentiator P3; % fluorescence drop versus neutral controls. activity (quench increase), % at 7.58 µM. actives 0.36% (n = 350,000);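 active = mean added fluorescence quench of at least 8% versus neutral control, with both replicates also reaching 8%; inconclusive = only one of the mean or replicate conditions met; inactive = mean below 8% and not both replicates reaching 8%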;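 note: cells transiently co-express mutant CFTR-F508del with the halide-sensitive YFP; corrector assay measuring rescue of mutant channel to the surface after 24 h compound exposure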
EWS-Fli block: blocks EWS/Fli oncoprotein-driven transcription. A673 NR0B1-luciferase reporter, viability-normalised. inhibition, % at 12.6 µM. actives 0.67% (n = 350,000). AID 651661;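 active = mean inhibition of at least 50% after viability correction, with every replicate also passing that limit; inconclusive = mean reaches 50% but only one of two replicates passes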;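 note: firefly luciferase signal divided by Alamar Blue viability fluorescence both relative to DMSO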
* hit, by the source's call; ? = inconclusive; . = no result given; & = joins results of further samples; [ ] = dose if it differs, or a comment.

SMILES	DENV2 CPE	FN deposition inh	miR122 inh	INS-1E GSIS act	PAX8 inh HTS	CFTR F508del cor	EWS-Fli block
CC(=O)c1ccc(OC2(C)CCN(Cc3ccc(OC(F)(F)F)cc3)C2)cc1 (stereo not given)	3	-4	-5	.	1	1.2	8
COCc1ccc(C(=O)NC(C)c2cnn(-c3ccccc3C)c2C)o1 (stereo not given)	0	-9	-2	17	-7	-0.7	-6
CC1(C(=O)Nc2cccc(OC(F)(F)F)c2)Cc2c(-c3cccc(C(F)(F)F)c3)ccnc2O1 (stereo not given)	1	16	-4	-10	16	-2.0	8
COCCN(CC(=O)Nc1ccccc1C(F)(F)F)C(=O)/C=C/c1ccc2ccccc2n1	-10	2	.	8	2	-1.0	6
O=C1O[C@H](c2ccccc2)[C@H](c2ccccc2)N2[C@H]1[C@@H](C(=O)N1CCN(c3ncccn3)CC1)[C@]1(C(=O)Nc3ccc(C#CC4(O)CCCCCC4)cc31)[C@H]2c1ccc(OCCO)cc1	-8	.	.	.	-12	-1.5	7
COCC(=O)Nc1ccc2c(c1)OCC(=O)N2Cc1ccc(C)cc1	-4	-3	-3	3	-42	-2.9	-33
CCOC(=O)c1c(C)nn(-c2ccc(NC(=O)c3c(C)noc3C)cc2)c1C	-6	0	-9	-16	20	2.8	12
CCCCn1c(N)c(N(CCOC)C(=O)COC(=O)CCOc2ccc(C)cc2)c(=O)[nH]c1=O	14	2	-1	13	-3	4.3	1
O=C(c1ccc(NS(=O)(=O)c2ccc3[nH]c(=O)[nH]c3c2)cc1)N1CCCCC1	-7	.	1	-4	-10	1.2	7
CCCCN(C)C(=O)c1cc2c(s1)-c1ccccc1S(=O)(=O)C2	5	5	8	-4	-32	-1.9	1
CCC(=O)N(C)C[C@@H]1Oc2ncc(C#CCc3ccccc3)cc2C(=O)N([C@@H](C)CO)C[C@@H]1C	17	.	-5[16.7 µM]	-4	.	0.8	-6
Cc1cc2cc(CCNC(=O)CCc3ccccc3)c(=O)[nH]c2cc1C	6	16	-8	2	-9	5.3	-10
CCCCN(C(=O)CSc1nnnn1-c1ccccc1OC)C1CCS(=O)(=O)C1 (stereo not given)	-4	-2	.	4	10	0.6	-6
C[C@H](CO)N1C[C@H](C)[C@H](CN(C)C(=O)c2ccccc2)Oc2cc(Br)ccc2S1(=O)=O	-1&-9	3&8	0	-9&6	-11	2.2&2.1	4&2
CCCC#Cc1ccc2c(c1)O[C@@H](CN(C)CC1CCOCC1)[C@@H](C)CN([C@@H](C)CO)S2(=O)=O	-4	.	19[16.7 µM]	-7	0	1.4	8
CCCN(CC(=O)Nc1ccc(OC)c(OC)c1)CC(=O)Nc1ccc(F)c(F)c1F	-6	-5	.	-26	21	-1.3	9
CC1CCN(S(=O)(=O)c2cc(C(=O)NC3(C)CCS(=O)(=O)C3)ccc2Br)CC1 (stereo not given)	?	-2	1	-6	13	-0.8	9
COc1ccc2c3c([nH]c2c1)[C@@H](CO)N(S(C)(=O)=O)CC31CCN(C(=O)c2ccccc2)CC1	-6	.	.	7	.	0.0	14
COCCCN(Cc1cc(OC)c(OC)c(OC)c1)C(=S)Nc1cccc(Cl)c1	-10	0	.	-29	25	0.0	11
Fc1ccccc1CN1CCCN(C(=S)Nc2cccc(Cl)c2)C1	-1	0	4	-4	1	0.6	16

Only DENV2 CPE, INS-1E GSIS act and PAX8 inh HTS, for some of the entries so far:
SMILES | DENV2 CPE | INS-1E GSIS act | PAX8 inh HTS
CC(=O)c1ccc(OC2(C)CCN(Cc3ccc(OC(F)(F)F)cc3)C2)cc1 (stereo not given) | 3 | . | 1
Fc1ccccc1CN1CCCN(C(=S)Nc2cccc(Cl)c2)C1 | -1 | -4 | 1
COCCN(CC(=O)Nc1ccccc1C(F)(F)F)C(=O)/C=C/c1ccc2ccccc2n1 | -10 | 8 | 2

Following part.
SMILES	DENV2 CPE	FN deposition inh	miR122 inh	INS-1E GSIS act	PAX8 inh HTS	CFTR F508del cor	EWS-Fli block
CN(C(=S)NC(=O)C1CCCC1)c1ccccc1	0	.	5	-9	-21	0.5	-16
COc1ccccc1-c1cnc2c(c1)C(=O)N([C@@H](C)CO)C[C@@H](C)[C@@H](CN(C)C)O2	3	9	-4[16.7 µM]	12	.	0.4	0
CCOc1ccc(C(O)(c2ccccc2)C(CN2CCCC2)c2ccccc2)cc1 (stereo not given)	11	-3	.	-30	1	3.8	7
COc1cccc(-n2c(=S)sc3c(=O)n(-c4ccccc4OC)c(=S)[nH]c32)c1	-8	.	.	-7	-17	2.0	7
CCCn1c(NCc2ccccc2NS(=O)(=O)c2ccc(C)cc2)nc2ccccc21	0	0	.	-11	32	.	32
CCc1nnc(NS(=O)(=O)c2ccc(N3C(=O)c4ccc(C(=O)O)cc4C3=O)cc2)s1	-1	-3	.	3	-14	3.6	-12
CC1=CCC2C(=O)N(c3ccc(OC(=O)c4ccco4)cc3)C(=O)C2C1 (stereo not given)	1	0	9	-4	1	-1.6	-3
Cc1ccc(S(=O)(=O)Nc2ccc3c(c2)C(=O)N([C@@H](C)CO)C[C@H](C)[C@H](CN(C)S(=O)(=O)c2ccccc2)O3)cc1	4	.	-3[16.7 µM]	-3	17	-2.0	2
Cc1ccc(S(=O)(=O)Nc2ccc3c(c2)C(=O)N([C@@H](C)CO)C[C@H](C)[C@@H](CN(C)S(=O)(=O)c2ccc(F)cc2)OCCCC[C@@H](C)O3)cc1	8	.	.	-5	20	0.9	-7
CNC[C@H]1Oc2cc(C#Cc3ccccc3)ccc2S(=O)(=O)N([C@@H](C)CO)C[C@@H]1C	11	9	-30[16.7 µM]	-17	.	2.7	23
CCOC(=O)c1c(Cc2ccc(Cl)cc2)c[nH]c1C	-7	-11	.	-25	-57	.	-40
C[C@@H]1CCCCO[C@@H](CN(C)Cc2ccccc2)[C@H](C)CN([C@H](C)CO)C(=O)c2cc(NC(=O)Nc3ccc4c(c3)OCO4)ccc2O1	-2	6	-4[16.7 µM]	-18	15	-3.0	6
C=C(C)[C@@H]1CC=C(CN2CCC(N3CCC(C(=O)N4CCCC4)CC3)CC2)CC1	8	-1	.	-4	13	-2.7	26
COCCNC(=O)C[C@@H]1CC[C@H]2[C@H](COc3ccc(NC(=O)c4cnccn4)cc3C(=O)N2C)O1	7	-4	-2[16.7 µM]	3	-2	0.1	4
O=C(NN1C(=O)C2C(C1=O)C1C=CC2C12CC2)c1ccc(Cl)cc1 (stereo not given)	-2	7	-5	-1	11	-0.2	5
CCCN(C)C[C@H]1OCCCC[C@H](C)Oc2ccc(NS(=O)(=O)c3ccccc3)cc2C(=O)N([C@@H](C)CO)C[C@H]1C	-8	2	-1[16.7 µM]	4	11	-0.7	-1
Cc1ccccc1NC(=S)NCC(c1cccnc1)N1CCOCC1 (stereo not given)	-13	7	0	39	8	.	-5
COc1ccc(C2Nc3ccccc3C(=O)N2c2ccc(Cl)cc2)cc1Cn1cc([N+](=O)[O-])cn1 (stereo not given)	-4	2	.	3	-91	.	-36
C[C@H]1CN([C@@H](C)CO)C(=O)c2cccc(NC(=O)c3cnccn3)c2O[C@H]1CN(C)C(=O)Nc1ccc(F)cc1	8	.	-7[16.7 µM]	-17	1	0.1	1
COc1ccc(NC(=O)N(C)C[C@H]2OCCCC[C@H](C)Oc3ccc(NC(=O)c4ccncc4)cc3C(=O)N([C@H](C)CO)C[C@@H]2C)cc1	21*	5	-2[16.7 µM]	-4	-12	3.7	-8

Compounds listed so far with a furan ring, fused or not, in the order listed:
SMILES	DENV2 CPE	FN deposition inh	miR122 inh	INS-1E GSIS act	PAX8 inh HTS	CFTR F508del cor	EWS-Fli block
COCc1ccc(C(=O)NC(C)c2cnn(-c3ccccc3C)c2C)o1 (stereo not given)	0	-9	-2	17	-7	-0.7	-6
CC1=CCC2C(=O)N(c3ccc(OC(=O)c4ccco4)cc3)C(=O)C2C1 (stereo not given)	1	0	9	-4	1	-1.6	-3

Continuation:
SMILES	DENV2 CPE	FN deposition inh	miR122 inh	INS-1E GSIS act	PAX8 inh HTS	CFTR F508del cor	EWS-Fli block
Cc1ccc(S(=O)(=O)N[C@@H]2CC[C@H](CC(=O)NCc3ccc(Cl)c(Cl)c3)O[C@H]2CO)cc1	22*	.	.	18	4	1.8	-6
CCC(C)C(NC(=O)C1CCC(C)CC1)C(=O)NCc1cccnc1 (stereo not given)	.	-9	0	.	-11	.	.
C[C@H](CO)N1C[C@H](C)[C@@H](CN(C)C(=O)c2cnccn2)Oc2ncc(-c3ccccc3F)cc2C1=O	-3	-3	-10[16.7 µM]	42	3	-2.1	-1
O=C(CCCN1C(=O)C(c2ccccc2)Oc2cccnc21)NCc1ccccc1F (stereo not given)	-8	-2	-3	-6	6	-1.0	1
Cc1cc(Cl)c(OCCOCCN2CCNCC2)c(Cl)c1	9	5	5	-13	-15	-0.1	-8
C[C@@H]1CN([C@H](C)CO)C(=O)CCCn2cc(nn2)CO[C@@H]1CN(C)C(=O)C1CCCCC1	.	-4	-1[16.7 µM]	3	5	2.3	-21
CO[C@@H]1CN(C)C(=O)c2cc(NS(=O)(=O)c3ccccc3C)ccc2OC[C@H](C)N(S(C)(=O)=O)C[C@H]1C	-13	4	-5[16.7 µM]	-1	0	-1.5	0
CCCCCCCCN1C(=O)[C@H](CC(=O)N2CCCC2)C[C@@]2(C(=O)OC)CC(C)(C)CC=C12	-12	1	.	19	23	0.0	21
OCC1(Cc2ccc(Cl)cc2)CCN(Cc2ccc3nsnc3c2)CC1	.	-1	-1	-7	16	1.2	5
CCCNC(=O)C[C@H]1CC[C@@H]2[C@H](COc3ccc(NC(=O)c4ccc5c(c4)OCO5)cc3C(=O)N2C)O1	4	-2	7[16.7 µM]	13	-19	-0.3	-11
COc1ccc(S(=O)(=O)Nc2ccc3c(c2)OC[C@@H](C)N(Cc2cc(F)ccc2F)C[C@@H](C)[C@H](OC)CN(C)C3=O)cc1	-1	-3	.	0	49	0.2	24
COc1ccc(C2=CC(=O)OC(C)(c3ccccc3)O2)cc1 (stereo not given)	.	8	.	-22	30	.	.
CCOC(=O)C1=C(CS(=O)(=O)c2ccc(C)c(C)c2)NC(=O)NC1c1ccc(O)cc1 (stereo not given)	1	3	.	12	3	2.0	-8
Cc1ccc(NC(=S)N(Cc2ccco2)C(C)c2cccs2)cc1 (stereo not given)	-2	1	1	-13	-1	-0.3	1
O=C(CN1C(=O)C2CCCCC2C1=O)Nc1nc2ccc(F)cc2s1 (stereo not given)	-1	5	.	-8	-2	-4.4	2
CC(c1ccc(F)cc1)n1c(-c2ccc3ccccc3n2)n[nH]c1=S (stereo not given)	4	.	6	11	.	0.9	12
COCc1cc(C)nc(Nc2ccccc2C)c1C#N	-2	.	.	.	.	-0.1	11
CCN(CC)C(=O)CNc1ccc(C(F)(F)F)cc1[N+](=O)[O-]	.	-2	8	8	31	.	.
Cc1noc(C)c1S(=O)(=O)Nc1ccc2c(c1)CC(=O)N([C@@H](C)CO)C[C@H](C)[C@@H](CN(C)C(=O)NC1CCCCC1)O2	4	.	6[16.7 µM]	15	.	1.1	-4

By substructure, the compounds so far containing a nitro group on carbon (two)
SMILES	DENV2 CPE	FN deposition inh	miR122 inh	INS-1E GSIS act	PAX8 inh HTS	CFTR F508del cor	EWS-Fli block
COc1ccc(C2Nc3ccccc3C(=O)N2c2ccc(Cl)cc2)cc1Cn1cc([N+](=O)[O-])cn1 (stereo not given)	-4	2	.	3	-91	.	-36
CCN(CC)C(=O)CNc1ccc(C(F)(F)F)cc1[N+](=O)[O-]	.	-2	8	8	31	.	.

Compound activity as filed in PubChem.
